# Arr AP2 block = inhibitors of beta-arrestin/AP2 binding, primary screen, biochemical, GPCR trafficking, flow cytometry. beta-arrestin 1 C-terminal peptide binding to AP2 beta2-adaptin appendage (human). inhibition, % at 10 µM. FITC-arrestin peptide / GST-AP2 beads; AP2 beta2 appendage carries R879A mutation. AID 504490, 2011. 340,000 tested, 0.31% active;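 active = inhibition above a set limit, near 3 SD of compounds lacking own fluorescence, cut at about 54% in these data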;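 note: plate controls were DMSO wells for no effect and 5 µM unlabelled arrestin peptide for full effect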
#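 System: GST-AP2 R879A glutathione beads; medium: PBS, Tween 20 0.05%, BSA 0.1%; reagent: fluorescein-tagged arrestin peptide at 50 nM final; schedule: pre-incubation 12 min, peptide binding 1 h, room temperature; detection: flow cytometry, FL1 (488/535 nm); read-out: inhibition as reduced fluorescein signal on beads, percent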
# PKA-R1A activ = activators of PKA-R1A holoenzyme, primary screen, biochemical, fluorescence polarization, Cy5-IP20, bovine R1A, mouse PKAc. PKA-R1A dissociation; scaled: DMSO 0%, 113 µM cGMP 100%. activation, % at 11.4 µM. 340,000 tested, 0.083% active. AID 504707, 2011;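 active = percent activation above the mean of all tested compounds plus 3 SD, cut at about 19% in these data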;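 note: higher means more PKAc released from R1A so a rise in polarization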
# Mot1-301 SUMO = yeast Mot1-301 growth rescue at high temperature, primary screen, SUMOylation pathway inhibitor project, S. cerevisiae, ATP luminescence, 38.5C; S. cerevisiae Mot1-301 growth rescue; percent above DMSO median, 100 means doubled; 320,000 tested, 1% active; AID 2716, 2010; growth rescue, % at 18.8 µM;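 active = every valid replicate shows activation above 250% relative to neutral control wells; inactive = the rest, any valid replicate at or below 250%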;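 note: OY570 slx delta 5 strain wells were the positive control but not used for scaling; some compounds called inactive have numbers as strong as hits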
# OPRM1-OPRD1 ag = agonists of OPRM1-OPRD1 heterodimerization, primary screen, cell-based, luminescence; cells; 340,000 tested, 0.3% active; activation, % at 9.3 µM; AID 504326, 2011; in the data active = activation above about 18%;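 note: 0% = vehicle-treated cells and 100% = reference agonist; values of inactives mirror those of a sister screen read the other way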
# Target sequence (P35372 whole entry, looked up): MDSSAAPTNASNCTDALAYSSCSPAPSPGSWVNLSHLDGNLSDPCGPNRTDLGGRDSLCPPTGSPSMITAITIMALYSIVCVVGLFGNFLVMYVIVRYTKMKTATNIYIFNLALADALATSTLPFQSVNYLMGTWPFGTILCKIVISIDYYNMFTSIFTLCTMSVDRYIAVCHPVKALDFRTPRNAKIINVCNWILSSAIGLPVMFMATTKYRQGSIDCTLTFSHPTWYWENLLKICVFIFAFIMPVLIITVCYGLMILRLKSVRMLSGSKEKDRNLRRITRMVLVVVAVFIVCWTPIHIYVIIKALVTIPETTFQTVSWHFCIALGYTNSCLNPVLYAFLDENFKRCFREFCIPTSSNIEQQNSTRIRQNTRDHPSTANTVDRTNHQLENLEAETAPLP
# Target sequence (P41143 whole entry, looked up): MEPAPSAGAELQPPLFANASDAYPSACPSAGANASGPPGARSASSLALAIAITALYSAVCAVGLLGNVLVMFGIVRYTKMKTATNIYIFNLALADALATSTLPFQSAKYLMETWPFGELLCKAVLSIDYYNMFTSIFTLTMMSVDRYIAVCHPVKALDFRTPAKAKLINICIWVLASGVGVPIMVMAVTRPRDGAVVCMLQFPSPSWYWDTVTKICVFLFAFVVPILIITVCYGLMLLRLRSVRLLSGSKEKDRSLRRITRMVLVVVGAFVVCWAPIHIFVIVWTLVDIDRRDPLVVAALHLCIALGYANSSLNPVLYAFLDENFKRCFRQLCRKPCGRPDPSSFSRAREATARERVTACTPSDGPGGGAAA
# Ecoli viability = E. coli V3065 growth inhibition, primary screen, counter-screen for AddAB inhibitor project, absorbance, OD600; 18 h; inhibition, % at 11.9 µM; 330,000 tested, 0.27% active;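 active = inhibition above the campaign's mean inhibition across all tested compounds plus 3 SD, cut at about 9.9% in these data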;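 note: uninfected addAB+ strain grown without phage in ampicillin broth; 0% = DMSO wells and 100% = ciprofloxacin 0.95 µg/ml wells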
# Tat export inh = E. coli Tat export inhibitors, primary screen, MC4100, TorA-mCherry reporter, fluorescence, single point; inhibition, % at 10 µM; 340,000 tested, 0.036% active; AID 488895, 2010;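 active = mean replicate inhibition at least 50% and at least half of replicates individually reaching 50%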;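 note: exported cargo escapes ClpAP degradation while cytoplasmic cargo is degraded and loses fluorescence; 0% = median of neutral control wells and 100% = median of NaSCN control wells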
# AddAB inh = growth inhibition of E. coli expressing H. pylori AddAB, primary screen, AddAB inhibitor project, absorbance. inhibition, % at 11.9 µM. 330,000 tested, 0.29% active; in the data active = inhibition above about 12%;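 note: 0% = vehicle wells of infected cells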
# phage Ecoli inh = growth loss of phage-infected E. coli, primary screen, RecBCD inhibitor project, absorbance, with phage, HTS; inhibition, % at 11.9 µM; 360,000 tested, 0.26% active; in the data active = inhibition above about 11%
# PfHsp90 set2 = growth inhibition of PfHsp90-expressing yeast, primary screen, antimalarial PfHsp90 inhibitor project, S. cerevisiae, BacTiter-Glo luminescence, single point, set 2; BacTiter-Glo ATP, 48 h; yeast lacking PDR1 and PDR3 efflux regulators; inhibition, % at 9.4 µM; 310,000 tested, 0.32% active;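 active = every replicate shows inhibition above about 80%, whatever the replicate mean, limit read from the data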;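 note: 0% = DMSO neutral controls and 100% = 20 µM radicicol positive controls; yeast relying on Plasmodium falciparum Hsp90 in place of its own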
# Pemphigus Ab inh = inhibitors of pemphigus antibody binding to DSG3, primary screen, biochemical, bead-based, flow cytometry, scFv-GFP. Desmoglein-3 (Homo sapiens), P32926. 310,000 tested, 0.48% active. binding (percent of control), % at 10 µM. DSG3-coupled beads, scFv-anti-DSG3-GFP binding; stronger effect = lower value;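 active = binding more than 3 SD below its plate's average and above zero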;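 note: hits lower antibody fragment binding to DSG3; some compounds called inactive have numbers as strong as hits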
# OPRM1-OPRD1 inv = inverse agonists of MOR-DOR heterodimerization, primary screen, cell-based, luminescence | 340,000 tested, 0.21% active | cell-based MOR-DOR heterodimer luminescence, inverse agonism | Mu-type opioid receptor (Homo sapiens) + Delta-type opioid receptor (Homo sapiens), … | AID 504357, 2011 | inhibition, % at 9.3 µM; in the data active = inhibition above about 22%, passing the limit was not always enough;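 note: 0% = cells with DMSO and 100% = wells without cells with DMSO; values of inactives mirror those of a sister screen read the other way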
# Active calls of the source: *; · = no result given.
nr	compound	Arr AP2 block	PKA-R1A activ	Mot1-301 SUMO	OPRM1-OPRD1 ag	Ecoli viability	Tat export inh	AddAB inh	phage Ecoli inh	PfHsp90 set2	Pemphigus Ab inh	OPRM1-OPRD1 inv
1	COc1ccccc1NC(=O)NC(=O)N(C(C)C)S(C)(=O)=O	0	-6	-14	-1.2	0.6	-7	1.3	2.4	·	99	6
2	COc1ccccc1NC(=O)COC(=O)C1C2CC3OC(=O)C1C3C2 (centres undefined)	26	1	597	0.8	1.5	-2	3.4	2.2	5	·	-5
3	C1=Nc2c(Nc3ccccc3)ncnc2Oc2ccccc21	10	-2	29	2.3	0.9	-2	1.6	2.7	-1	103	-12
4	Cc1cccc(C(=O)NCC(=O)NCC(c2cccs2)N2CCOCC2)c1 (centres undefined)	25	-8	-5	0.8	2.4	-3	-1.4	2.6	4	104	-5
5	CC1CCN(C(=O)C2CCC(=O)N(Cc3ccc(Cl)cc3)C2)CC1 (centres undefined)	12	1	6	-2.4	1.4	0	2.0	1.8	-2	96	13
6	O=C(O)C1CC1C(=O)Nc1cc(F)ccc1F (centres undefined)	1	5	-10	-1.4	-0.2	-10	2.0	3.6	-11	99	8
7	CCCCCN(C(=O)CCC(=O)OCc1ccccc1F)c1c(N)n(CCCC)c(=O)[nH]c1=O	26	-2	-6	-2.3	2.9	-9	2.4	-0.5	·	104	12
8	Oc1ccc2c(c1)c1c3n2CCNC3CCC1 (centres undefined)	0	-2	-15	0.5	2.1	-5	0.3	·	-7	117	-2
9	Cc1ccc(N2C(=O)CS(=O)C(c3ccccc3)C2=O)cc1C (centres undefined)	36	0	6	-1.4	-1.3	2	3.1	4.0	-15	94	8
10	Clc1ccc(Sc2ccccn2)cc1	11	5	-9	-2.2	-4.6	-13	1.3	-1.7	-9	98	10
11	Cn1c(N)c(C(C[N+](=O)[O-])c2c(F)cccc2Cl)c(=O)n(C)c1=O (centres undefined)	-7	0	38	-1.5	-2.8	3	0.7	0.6	-60	98	7
12	COc1cc(S(=O)(=O)N(C)Cc2ccc3c(c2)OCCO3)ccc1NC(C)=O	15	-13	9	-3.1	-1.4	-2	-1.5	0.4	2	101	12
13	CN(c1ccccc1)S(=O)(=O)c1cc(C(=O)OCC(=O)N2CCN(C(=O)c3ccco3)CC2)ccc1Cl	0	3	50	0.4	0.8	0	1.2	-0.9	-1	·	-2
14	COc1cc(CC(=O)O)ccc1O	20	-11	-3	-0.4	1.4	-1	2.6	4.1	-20	·	2
15	CCCCN(C)CCNC(=O)CN1C(=O)CSc2ccc(S(=O)(=O)N3CCOCC3)cc21	-7	10	-13	0.6	-1.7	2	0.6	2.2	-2	100	-3
16	Cc1ccc(CCNS(=O)(=O)c2cc3c(cc2Cl)NC(=O)CO3)cc1	6	3	0	-1.8	3.3	4	1.9	1.8	-52	110	10
17	CCOC(=O)N1CCC(NC(=O)C2CCCN(c3nc4ccccc4o3)C2)CC1 (centres undefined)	2	14	-5	-2.0	-1.4	-5	-0.9	1.2	1	98	11
18	CN(Cc1c(C(=O)N/N=C/c2c(F)cccc2Cl)nnn1-c1nonc1N)c1ccccc1	25	5	-59	5.3	0.3	-4	4.1	1.8	4	·	-27
19	OCC(Cc1ccccc1)Nc1c2ccccc2nc2ccccc12 (centres undefined)	1	-13	-9	-2.8	2.7	-1	8.4	3.9	-5	102	15
20	C=C(C)CC1N(c2cccc(OC)c2)C(=O)C2C(C(=O)O)C3C=CC21O3 (centres undefined)	33	-9	7	0.8	0.3	-11	3.8	2.6	-5	111	-4
21	Cc1cccc(NC(=O)CNC(=O)COC(=O)C2CC2C)c1C (centres undefined)	-2	-8	9	-2.1	-2.0	-1	2.7	1.1	2	106	9
22	CN(C)S(=O)(=O)c1cccc(N2C(=O)CC3(CCCCC3)CC2=O)c1	19	7	-23	-1.9	2.0	2	-0.6	1.7	5	104	10
23	COc1ccc(C(=O)NC(=S)Nc2cccc3nc(C)ccc23)cc1OC	-4	·	0	·	-0.2	·	0.4	0.1	·	115	·
24	CCOC(=O)N1CCC(Nc2nc3ccccc3n3cnnc23)CC1	-4	6	-4	-1.4	-0.5	6	0.2	0.1	0	100	8
25	COc1ccc(Cc2nc3ccccc3c(=O)n2N)cc1OC	-11	9	-11	-3.1	-1.5	1	1.9	2.5	-8	108	16

# Part of the list above with just OPRM1-OPRD1 inv and Pemphigus Ab inh.
No.	compound	OPRM1-OPRD1 inv	Pemphigus Ab inh
24	CCOC(=O)N1CCC(Nc2nc3ccccc3n3cnnc23)CC1	8	100
5	CC1CCN(C(=O)C2CCC(=O)N(Cc3ccc(Cl)cc3)C2)CC1 (centres undefined)	13	96
14	COc1cc(CC(=O)O)ccc1O	2	·
15	CCCCN(C)CCNC(=O)CN1C(=O)CSc2ccc(S(=O)(=O)N3CCOCC3)cc21	-3	100

# Individual results from the list:
# entry 11 @ phage Ecoli inh = 0.6
# entry 13 @ Arr AP2 block = 0
# entry 24 @ Arr AP2 block = -4

# Down the list, from the results shown:
# Nos. 15–18 in Mot1-301 SUMO read -13, 0, -5, -59

# The listing continues.
nr	compound	Arr AP2 block	PKA-R1A activ	Mot1-301 SUMO	OPRM1-OPRD1 ag	Ecoli viability	Tat export inh	AddAB inh	phage Ecoli inh	PfHsp90 set2	Pemphigus Ab inh	OPRM1-OPRD1 inv
26	COc1ccc(C(=O)Nc2ccnn2C2CCN(Cc3cn(C)nc3C)CC2)cc1	12	-7	0	-0.5	-0.9	11	3.2	0.8	-34	119	2
27	COc1ccccc1C(=O)NNC(=O)c1nn(Cc2ccccc2)c(=O)c2ccccc12	11	-4	·	0.0	-3.3	-2	-1.1	-5.5	20	·	0
28	COc1ccccc1NC(=O)c1ccccc1NC(=O)c1ccccc1C(=O)O	28	-2	12	-1.3	-0.4	11	0.5	0.3	3	106	6
29	O=C(COC(=O)CCSc1ccc(Cl)cc1)NCc1ccc(Cl)cc1	-3	-17	6	2.9	-1.0	10	1.4	3.9	-10	88	-19
30	CCCCN1CC(O)=C(c2nc(-c3ccc(Cl)cc3)cs2)C1=N	-1	-5	2	-0.6	-1.9	-4	1.7	0.6	·	·	3
31	CCOc1ccccc1NC(=O)COc1ccc(S(=O)(=O)N2CCCC2)cc1	22	7	-3	-1.2	3.4	7	2.7	4.5	-8	·	8
32	COc1ccc(NC(=O)CN(C)C(=O)CN2C(=O)C3CCCCC3C2=O)cc1 (centres undefined)	-8	-15	-14	-1.8	0.8	4	0.2	1.6	·	95	9
33	O=C1CNC(=S)N1c1nc(-c2ccccc2)cs1	-2	0	-10	0.1	0.3	5	-1.2	-0.9	14	104	-1
34	CC(=O)c1sc(NC(=O)CCCc2nc3ccccc3c(=O)[nH]2)nc1-c1ccccc1	3	-12	74	-2.8	0.9	4	1.3	1.8	·	98	12
35	CS(=O)(=O)N(CC(=O)Nc1ccc(C(N)=O)cc1)C1CCCCC1	4	-3	30	-1.4	-1.0	6	1.6	3.4	18	106	7
36	Cc1ccc(/C=C2\SC(=S)N(c3c(C)n(C)n(-c4ccccc4)c3=O)C2=O)cc1	-6	-4	-13	1.5	-1.6	14	-2.5	0.7	27	100	-9
37	CN(C(=O)Nc1ccccc1)n1cnc2ccccc2c1=O	44	-4	-18	-2.5	0.1	-14	1.3	1.3	-7	107	13
38	Cc1ccc(C)c(S(=O)(=O)N2CCN(C(=O)C(C)Sc3ccccc3)CC2)c1 (centres undefined)	36	-2	-8	-2.2	-0.9	-9	-0.8	1.2	7	107	12
39	Cc1noc(C)c1COC(=O)c1csc2c1CCCC2	25	-7	·	5.1	·	-1	·	-2.2	-16	98	-33
40	COC(=O)\C(C(C)=O)=C(/C=C/C=C/C=C/N(C)C)N(C)C	26	-6	15	-1.6	-1.1	-2	3.5	0.6	6	93	8
41	C=C(C)C1CC=C(C)/C(=N/NC(=O)c2cccs2)C1 (centres undefined)	-7	-5	3	1.9	1.2	4	2.5	0.8	0	103	-8
42	CCN/N=C(\Cc1nc2ccccc2[nH]1)c1ccccc1	5	5	-9	-1.0	1.8	-1	-0.8	3.4	-41	97	4
43	CCOC(=O)/C=C1/SCC(=O)N1CC(=O)NC12CC3CC(CC(C3)C1)C2	10	2	·	-3.4	·	-4	·	2.4	-28	115	18
44	O=C(NCCN1CCOCC1)C1CCCN(S(=O)(=O)c2ccc(F)cc2)C1 (centres undefined)	21	3	1	-2.2	2.4	-4	0.8	-2.8	-5	103	12
45	Cc1sc2nc(SCc3nc(-c4ccccc4)no3)n(-c3ccccc3)c(=O)c2c1C	4	-7	·	-1.3	·	2	·	0.2	-7	101	7
46	CS(=O)(=O)n1nc(-c2ccc(Cl)cc2)nc1SCc1ccccc1	-1	-18	28	5.4	-3.2	2	1.6	4.3	·	98	-31
47	Cc1ccc(NC(=O)c2ccc3c(c2)CCN3S(C)(=O)=O)c(C)c1	-9	17	3	-2.6	-0.9	-11	1.9	3.2	-7	131	13
48	CCOC(=O)c1c(C)[nH]c(C(=O)OCc2ccccc2)c1C	30	-5	-4	0.4	0.1	0	-2.4	-0.1	-21	127	-2
49	S=C(NCCc1ccccn1)Nc1cccc(Cl)c1	-4	-8	-3	0.3	2.2	-3	1.4	3.4	-9	98	-2

# 3 structures out of the list, ordered by length of the SMILES, ascending:
nr	compound	Arr AP2 block	PKA-R1A activ	Mot1-301 SUMO	OPRM1-OPRD1 ag	Ecoli viability	Tat export inh	AddAB inh	phage Ecoli inh	PfHsp90 set2	Pemphigus Ab inh	OPRM1-OPRD1 inv
46	CS(=O)(=O)n1nc(-c2ccc(Cl)cc2)nc1SCc1ccccc1	-1	-18	28	5.4	-3.2	2	1.6	4.3	·	98	-31
26	COc1ccc(C(=O)Nc2ccnn2C2CCN(Cc3cn(C)nc3C)CC2)cc1	12	-7	0	-0.5	-0.9	11	3.2	0.8	-34	119	2
36	Cc1ccc(/C=C2\SC(=S)N(c3c(C)n(C)n(-c4ccccc4)c3=O)C2=O)cc1	-6	-4	-13	1.5	-1.6	14	-2.5	0.7	27	100	-9
